GDH-TPI inh = GDH-TPI coupled enzyme inhibition counter-screen | 1.2% of 360,000 active | inhibition, % at 4.8 µM | GDH-TPI coupled enzyme counterscreen, NADH absorbance;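 further: 0% = DMSO wells and 100% = wells lacking the enzyme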
BoNT-A LC inh2 = inhibitors of Botulinum neurotoxin A light chain protease. multiplex microsphere protease substrate cleavage, flow cytometry. 0.17% of 360,000 active. AID 588499. inhibition, % at 10 µM; in the data active means inhibition above about 30%; inconclusive means no clear call, values can overlap the other calls; further: plate controls were buffer without enzyme for full effect and enzyme alone for no effect
CCHFV vOTU inh = blocks the CCHF virus ovarian tumor domain protease; CCHFV vOTU protease, Pep-AMC fluorescence; inhibition, % at 11.5 µM; 0.55% of 370,000 active; further: 0% = vehicle wells with enzyme and 100% = no enzyme wells
PrPC TRFRET = cell surface PrPC inhibition, primary TR-FRET screen; inhibition, % at 13.8 µM; TR-FRET read-out; P04156; 0.43% of 370,000 active; in the data active means inhibition above about 24%; further: 0% = median of the test wells and 100% = reference compound wells
UGM FP inh = Mtb UDP-galactopyranose mutase inhibition; 0.06% of 320,000 active; purified UGM, fluorescence polarization probe displacement; inhibition, % at 10 µM; in the data active means inhibition above about 10%, passing the limit was not always enough; inconclusive means no clear call, values can overlap the other calls
Target sequence (P9WIQ1 whole entry, looked up): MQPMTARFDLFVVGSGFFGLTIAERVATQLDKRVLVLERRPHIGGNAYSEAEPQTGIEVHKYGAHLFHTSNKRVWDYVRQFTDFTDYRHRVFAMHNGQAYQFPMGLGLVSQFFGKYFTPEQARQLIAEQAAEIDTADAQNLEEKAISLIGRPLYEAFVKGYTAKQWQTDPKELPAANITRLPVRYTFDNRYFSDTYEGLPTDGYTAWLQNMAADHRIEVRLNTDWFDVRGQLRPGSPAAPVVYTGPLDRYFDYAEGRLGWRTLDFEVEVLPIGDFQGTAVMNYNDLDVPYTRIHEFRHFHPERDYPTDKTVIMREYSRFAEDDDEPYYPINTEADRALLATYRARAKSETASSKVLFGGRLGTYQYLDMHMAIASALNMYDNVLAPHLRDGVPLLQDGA
Mtb FBA inh = inhibits M. tuberculosis FBA enzyme | P9WQA3 | purified M. tuberculosis FBA, fluorescence read-out | inhibition, % at 1 µM | 2.3% of 360,000 active | AID 588726; in the data active means inhibition above about 27%;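 further: 0% = vehicle and 100% = reference inhibitor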
Target sequence (P9WQA3 whole entry, looked up): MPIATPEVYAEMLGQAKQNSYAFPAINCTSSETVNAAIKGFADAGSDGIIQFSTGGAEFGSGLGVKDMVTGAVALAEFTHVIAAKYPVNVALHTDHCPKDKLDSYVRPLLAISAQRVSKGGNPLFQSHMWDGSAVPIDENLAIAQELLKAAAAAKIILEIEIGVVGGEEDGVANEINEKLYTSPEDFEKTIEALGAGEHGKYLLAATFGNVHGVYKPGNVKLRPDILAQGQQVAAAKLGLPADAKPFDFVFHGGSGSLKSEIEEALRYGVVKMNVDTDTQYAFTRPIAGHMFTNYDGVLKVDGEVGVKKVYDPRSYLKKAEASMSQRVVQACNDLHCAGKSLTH
FadD28 binding = inhibitors of Mycobacterium tuberculosis FadD28 bisubstrate binding; FadD28 bisubstrate probe binding, fluorescence polarization; inhibition, % at 12.5 µM; 0.22% of 360,000 active; in the data active means inhibition above about 8.5%, passing the limit was not always enough; inconclusive means no clear call, values can overlap the other calls
BoNT F protease = BoNT F light chain protease inhibition; Multiplex microsphere protease cleavage assay, flow cytometry; inhibition, % at 10 µM; 0.22% of 360,000 active; AID 588497; in the data active means inhibition above about 35%, passing the limit was not always enough; inconclusive means no clear call, values can overlap the other calls; further: plate controls were buffer without enzyme for full effect and enzyme alone for no effect
Mtb BioA inh = blocks M. tuberculosis BioA enzyme activity; purified M. tuberculosis BioA enzyme, plate reader; inhibition, % at 9.99 µM; 0.096% of 360,000 active; in the data active means inhibition above about 40%; inconclusive means no clear call, values can overlap the other calls
* marks the source's active call; other numbers are inactive results; ? = inconclusive; nt = not tested or not shown; + = active, no number; & = joins results of further samples. Unless noted, no stated cut-off is given here; in the data, active means inhibition above about 30%; inactive means the rest. An unsorted share of the library. Share with any hit: about 4.8%.

Each structure is followed by: CCHFV vOTU inh	BoNT-A LC inh2	Mtb BioA inh	GDH-TPI inh	PrPC TRFRET	FadD28 binding	UGM FP inh	Mtb FBA inh	BoNT F protease
O=C(N/N=C/c1ccccc1Br)c1ccc(CSc2cccc3cccnc23)cc1
 : -3	0.7	-4.1	4	-2	-4.5	0.3	2	-9
CN(C)CCC(=O)N1c2ccccc2Sc2ccc(Cl)cc21
 : -5	-0.9	1.9	1	1	-1.4	4.6	-1	-2
c1ccc(Oc2nc3ccccc3n3cccc23)cc1
 : -4	0.4	0.1	-3	-7	-4.8	-2.2	10	-3
COc1ccc2oc(=O)c(-c3cn4ccc(C)cc4n3)cc2c1
 : 0	2.1	nt	7	-5	-1.9	0.6	8	-4
CC1CCCN(CC(=O)Nc2ccc(S(=O)(=O)N3CCCC3)cc2)C1 (stereo not drawn)
 : 9	0.3	18	3	-10	-1.3	4.0	0	0
O=C(O)CN1CCN(C(c2ccccc2)c2ccccc2)CC1
 : -4	-1.0	-0.6	4	5	0.9	0.1	1	-1
c1ccc(OCCCc2nc(-c3cccnc3)no2)cc1
 : -3	1.5	14	8	1	-2.6	0.5	1	3
CCCS(=O)(=O)NC(=O)C1(C)CCN(C(=O)c2ccc(F)c(Cl)c2)C1 (stereo not drawn)
 : 11	-0.3	-1.6	12	-6	-0.3	nt	1	-12
COc1ccc(NC(=O)c2cc3ccccc3cc2OC)cc1
 : 8	-0.3	3.2	-3	11	-0.2	-0.7	4	1
CC(=O)n1nc(-c2ccncc2)nc1SCC(=O)Nc1cccc(Cl)c1
 : -10	0.5	0.9	0	12	-4.1	0.0	-9	-2
Cc1ccc(NC(=O)c2cc(S(=O)(=O)N3CCC4(CC3)OCCO4)ccc2F)cc1
 : 9	3.1	1.5	0	2	-0.9	-1.5	1	5
Cn1c(=O)c2ncn(CC(=O)N/N=C/c3ccco3)c2n(C)c1=O
 : -2	0.8	nt	3	0	0.2	4.3	-1	0
CCCS(=O)(=O)n1nc(-c2ccccc2)cc1N
 : 5	-0.6	1.6	-6	-3	1.0	-0.8	1	-9
O=C(Nc1cccc(NC(=O)C2CC2)n1)C1CC1
 : 21	0.2	nt	0	4	-0.6	1.7	0	1
CC1CN(S(=O)(=O)c2cccc(C(=O)NCCc3ccc(S(N)(=O)=O)cc3)c2)CC(C)O1 (stereo not drawn)
 : -2	-0.3	-1.6	8	6	-1.2	-0.4	-1	1
C[C@@H]1CN([C@H](C)CO)C(=O)CCCn2nncc2CO[C@H]1CN(C)C(=O)Nc1cccc(Oc2ccccn2)c1
 : 12	-0.5	-0.9&0.9	6	1	-1.3	nt	4	-3
Cc1ccnc(N2CCCC(C(=O)Nc3ccc(C)c(C)c3)C2)n1 (stereo not drawn)
 : 6	1.2	-1.4	5	-5	-0.1	2.1	4	4
CC(C)C(=O)Nc1cccc(COc2ccc(CN(CCc3ccccc3)C(=O)OC(C)(C)C)cc2)c1
 : 26	-0.2	-1.5	0	4	-0.2	nt	-2	-4
N#Cc1nc(-c2ccc(F)cc2)oc1N1CCCCC1
 : -73	2.4	-0.6	18	4	-0.1	1.3	178*	-13
COC(=O)COc1ccc(Oc2nc(SC)nc(N(C)C)n2)nn1
 : 16	-0.3	0.7	-3	-9	-2.2	-2.9	4	0
CCCCN=C1NC(=O)C(CC(=O)Nc2ccc(Cl)cc2)S1 (stereo not drawn)
 : -10	-0.3	4.9	6	8	-3.8	-0.7	-1	8
COC(=O)Nc1ccc(S(=O)(=O)N(CCO)CC(F)(F)C(F)F)cc1
 : -2	-0.2	-1.5	7	-2	0.2	-3.4	-4	-2
CCN(CC)c1nc(N(CC)CC)[nH]c(=O)n1
 : 3	nt	2.2	7	3	-2.3	-1.1	3	nt
CCCN1CCN(C(=O)CCCNC(=O)c2ccc(Cl)cc2)CC1
 : -9	-1.8	-0.8	1	0	-0.6	2.1	-2	-8
COP(=O)(OC)c1nc(-c2ccccc2)oc1N1CCOCC1
 : -10	0.3	nt	-3	5	-2.3	5.1	89*	-3
Cc1ccc(S(=O)(=O)N2C[C@H]3[C@H]4C(=O)N(c5ccccc5)C(=O)[C@H]4C[C@H](OC(=O)NCc4ccccc4F)[C@@]3(O)C2)cc1
 : -2	-0.4	-0.7	-10	-7	-2.7	nt	2	-4
Cc1cccc(C)c1NC(=O)CCCSc1nnc(N)s1
 : -3	-0.2	nt	-1	-11	-0.6	-1.4	1	-2
CC(=O)NCCCNS(=O)(=O)c1ccc(C)cc1
 : 5	-0.6	nt	-5	-3	-4.0	-3.4	-8	2
Cc1ccc(CNC(=O)c2ccccc2CCc2ccccc2)cc1
 : -9	-0.2	3.3	8	0	0.3	-0.1	-1	-7
COc1cc(C#N)ccc1OCC(=O)NCc1cccs1
 : -2	-0.5	nt	-4	7	-0.1	3.5	2	-4
CN(CCOCCOc1ccc(Cl)cc1Br)Cc1ccccc1
 : -16	-0.4	nt	-6	0	-4.8	-0.8	1	0
Cn1cncc1COC(=O)c1ccc(Cl)cc1
 : 1	-2.7	0.9	8	0	-1.6	-1.0	3	-17
CCCCN1C(=O)C(O)(CC(=O)c2c(C)n[nH]c2C)c2cc(Br)ccc21 (stereo not drawn)
 : -7	0.8	0.3	3	0	-1.8	-2.3	2	-4
Cc1cc(C(=O)N/N=C/c2c[nH]c3ccccc23)c(C)o1
 : -10	0.2	nt	8	0	-0.3	0.3	-3	1
CNc1cncc(-c2cccnc2)n1
 : -289	0.4	0.1	21	1	0.5	nt	+	-2
CC(C)(C)NC(=O)C1N(c2cccnc2)C(=O)C2C(C(=O)Nc3ccccc3)C3(C)C=CC21O3 (stereo not drawn)
 : -16	-1.5	-2.0	4	-1	-0.6	-4.7	0	-9
C=CCSc1nnnn1-c1ccc(OC)cc1
 : 10	?	-0.1	0	0	-0.4	-0.3	-1	nt
CCCc1nnc(NC(=O)CCC(=O)NC2CCCC2)s1
 : 15	1.0	-1.4	2	1	-3.0	-0.3	0	-2
CCOC(=O)c1c(NC(=O)C2CCCN2S(=O)(=O)c2cccc3nsnc23)sc(C)c1C (stereo not drawn)
 : 9	0.4	0.1	14	2	1.6	nt	0	-3
CCCC1(C(=O)O)NC(c2ccccc2O)C2C(=O)N(c3cccc(Cl)c3)C(=O)C21 (stereo not drawn)
 : 2	0.5	-0.8	0	-3	-1.4	0.3	1	3
CCNc1nc(N)nc(Oc2ccc(OCC)nn2)n1
 : -10	0.7	-1.1	1	7	-3.8	-1.7	1	0
CC1(C)CC(=O)C(C=NCCN2CCN(C(=O)c3ccccc3)CC2)=C(O)C1
 : -9	0.4	nt	-5	1	6.3	-3.0	1	2
COc1ccc(NC(=O)CSc2nnc(-c3cccnc3)n2C)cc1
 : 0	-1.7	1.8	-4	4	-0.6	-1.6	-4	0
CC(=O)c1cccc(NC(=O)N2CCCC2C(=O)NC2CCCC2)c1 (stereo not drawn)
 : 5	-4.2	-1.9	-7	0	-2.8	0.4	-1	-10
CCOC(=O)C1C(C(=O)OC)=C(c2ccc(OC)cc2)c2ccccc2N1S(=O)(=O)C(F)(F)F (stereo not drawn)
 : 12	-0.6	8.8	0	-12	-4.2	nt	-1	-5

Just Mtb BioA inh, UGM FP inh and FadD28 binding, for 2 of the compounds above:
canonical_smiles | Mtb BioA inh | UGM FP inh | FadD28 binding
CC(=O)n1nc(-c2ccncc2)nc1SCC(=O)Nc1cccc(Cl)c1 | 0.9 | 0.0 | -4.1
CCCCN1C(=O)C(O)(CC(=O)c2c(C)n[nH]c2C)c2cc(Br)ccc21 (stereo not drawn) | 0.3 | -2.3 | -1.8

7 records picked at random from the list so far:
Each structure is followed by: CCHFV vOTU inh	BoNT-A LC inh2	Mtb BioA inh	GDH-TPI inh	PrPC TRFRET	FadD28 binding	UGM FP inh	Mtb FBA inh	BoNT F protease
Cn1cncc1COC(=O)c1ccc(Cl)cc1
 : 1	-2.7	0.9	8	0	-1.6	-1.0	3	-17
COc1ccc(NC(=O)CSc2nnc(-c3cccnc3)n2C)cc1
 : 0	-1.7	1.8	-4	4	-0.6	-1.6	-4	0
CN(CCOCCOc1ccc(Cl)cc1Br)Cc1ccccc1
 : -16	-0.4	nt	-6	0	-4.8	-0.8	1	0
CC(C)(C)NC(=O)C1N(c2cccnc2)C(=O)C2C(C(=O)Nc3ccccc3)C3(C)C=CC21O3 (stereo not drawn)
 : -16	-1.5	-2.0	4	-1	-0.6	-4.7	0	-9
CCOC(=O)c1c(NC(=O)C2CCCN2S(=O)(=O)c2cccc3nsnc23)sc(C)c1C (stereo not drawn)
 : 9	0.4	0.1	14	2	1.6	nt	0	-3
CC1(C)CC(=O)C(C=NCCN2CCN(C(=O)c3ccccc3)CC2)=C(O)C1
 : -9	0.4	nt	-5	1	6.3	-3.0	1	2
CCCCN1C(=O)C(O)(CC(=O)c2c(C)n[nH]c2C)c2cc(Br)ccc21 (stereo not drawn)
 : -7	0.8	0.3	3	0	-1.8	-2.3	2	-4

Back to the main list with the two entries that preceded the break.
Each structure is followed by: CCHFV vOTU inh	BoNT-A LC inh2	Mtb BioA inh	GDH-TPI inh	PrPC TRFRET	FadD28 binding	UGM FP inh	Mtb FBA inh	BoNT F protease
CC(=O)c1cccc(NC(=O)N2CCCC2C(=O)NC2CCCC2)c1 (stereo not drawn)
 : 5	-4.2	-1.9	-7	0	-2.8	0.4	-1	-10
CCOC(=O)C1C(C(=O)OC)=C(c2ccc(OC)cc2)c2ccccc2N1S(=O)(=O)C(F)(F)F (stereo not drawn)
 : 12	-0.6	8.8	0	-12	-4.2	nt	-1	-5
COC(=O)[C@@H](NCc1cccc(CN[C@H](C(=O)OC)c2ccccc2)c1)c1ccccc1
 : 3	-0.9	0.9	2	7	-3.2	0.8	1	-13
COc1ccc(NS(=O)(=O)c2cc(NC(=O)c3ccc(=O)[nH]c3)ccc2N2CCOCC2)cc1
 : -3	-0.6	-1.1	5	1	-4.6	1.7	-1	0
Cc1ccc(S(=O)(=O)C2(C(=O)N3CCN(c4cc(C)ccc4C)CC3)CC2)cc1
 : 2	0.2	1.0	1	22	-2.4	-2.5	0	-7
CCCCN(C)CCNC(=O)CN1C(=O)CSc2ccc(S(=O)(=O)N3CCOCC3)cc21
 : -18	-1.2	-1.3	-11	6	-3.5	-1.2	-3	3
CCOC(=O)CSc1nc2cc(S(=O)(=O)N3CCOCC3)ccc2n1CC
 : 1	-1.5	-0.3	6	0	-2.2	1.6	-1	-3
C/C(=N\N=C1\NC(=O)C(CC(=O)Nc2ccc(Cl)cc2)S1)c1ccco1 (stereo not drawn)
 : 12	0.2	0.1	27	-6	3.5	4.2	-3	0
N[C@@H](Cc1ccccc1)c1nnc(SCc2ccccc2F)o1
 : -7	0.5	4.1	0	2	-0.9	-0.8	4	-8
O=C(NC1CCCC1)C(c1ccncc1)N(C(=O)c1csnn1)c1cccc(F)c1 (stereo not drawn)
 : 7	-0.4	-0.8	-5	-2	-1.5	0.4	-1	0
CCOc1ccccc1NC(=O)COC(=O)C(Cc1ccccc1)NC(=O)c1ccco1 (stereo not drawn)
 : 12	1.3	-1.4	-5	1	-4.5	-0.9	-4	-12
Cc1c(C(=O)N2CCN(c3ccccc3)CC2)sc2ncnc(N3CCN(c4ccccn4)CC3)c12
 : 5	-0.1	-0.2	-8	-4	-3.4	-1.0	1	-9
Cc1ccccc1N1CCN(C(=S)c2ccc(-c3ccc([N+](=O)[O-])cc3)o2)CC1
 : -14	-33	nt	14	-10	-1.3	1.5	-5	?
